Bioassay records (PubChem)
Scp1 inh: blocks human Scp-1 phosphatase activity | Q9GZU7 | Recombinant Scp1, phosphopeptide, malachite green phosphate absorbance | inhibition, % at 20 µM | 340,000 compounds, 0.88% hits | AID 493091;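 active = inhibition above about 50% at 20 µM, limit read from the data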;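 also: plate controls were DMSO wells with enzyme for no effect and wells lacking enzyme for full effect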
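Times: enzyme reaction 45 min at room temperature, colour 5 min, stabilisation 30 min. Material: SCP-1 catalytic fragment, aa 76-261. Medium: Acidic Tris acetate buffer with magnesium and detergent. Signal: colorimetric free-phosphate detection, absorbance 630 nm. Read-out basis: % inhibition of SCP-1 phosphate liberation. Reagent: Phosphorylated 17-residue peptide substrate.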
STEP inh: blocks human striatal-enriched tyrosine phosphatase; P54829; recombinant STEP, OMFP fluorogenic substrate, fluorescence; inhibition, % at 20 µM; 360,000 compounds, 0.25% hits; AID 588621;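 active = inhibition at 20 µM, scaled per plate between control wells, above about 37%, limit read from the data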;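 also: 0% = DMSO with enzyme and substrate and 100% = substrate only without enzyme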
Target sequence (P54829 whole entry, looked up): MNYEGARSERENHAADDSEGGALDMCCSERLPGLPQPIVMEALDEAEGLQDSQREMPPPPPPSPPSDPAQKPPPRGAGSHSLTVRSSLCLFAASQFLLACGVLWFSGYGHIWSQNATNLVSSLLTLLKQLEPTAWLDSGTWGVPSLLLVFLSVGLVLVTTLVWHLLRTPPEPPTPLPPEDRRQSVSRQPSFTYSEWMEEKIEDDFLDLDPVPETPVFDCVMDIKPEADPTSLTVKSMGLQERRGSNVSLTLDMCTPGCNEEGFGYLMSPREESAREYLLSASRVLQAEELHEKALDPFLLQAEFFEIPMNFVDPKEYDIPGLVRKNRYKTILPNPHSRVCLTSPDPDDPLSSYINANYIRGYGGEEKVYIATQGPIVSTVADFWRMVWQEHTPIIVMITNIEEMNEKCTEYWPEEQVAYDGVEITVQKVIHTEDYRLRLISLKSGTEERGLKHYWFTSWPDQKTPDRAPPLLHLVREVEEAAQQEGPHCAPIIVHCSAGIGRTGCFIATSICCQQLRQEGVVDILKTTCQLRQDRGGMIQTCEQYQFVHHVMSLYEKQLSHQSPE
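System: STEP phosphatase, cell-free reaction; Buffer or medium: Bis-Tris pH 6.0 buffer with DTT, detergent; Incubation: 20 min at room temperature, dark; Measured by: fluorescence, 480/540 nm.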
MT1-MMP act inh: inhibitors of human MT1-MMP activation | 360,000 compounds, 0.061% hits | GFP/RFP ratio change, % at 20 µM | HT1080 RFP-PRO-GFP cells, GFP/RFP ratio fluorescence, overnight; percent of plate control window, DMSO zero;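 active = GFP/RFP ratio change of at least 30% with cell ATP level not reduced by more than half and red fluorescence within 50% of control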; also: strong numbers were not always called active
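Assay system: RFP-PRO-GFP reporter HT1080 cells; read-out basis: GFP/RFP fluorescence ratio; benchmarks: DMSO wells and RFP-L50D-GFP cells; doses: 20 µM single dose, 1% DMSO; schedule: overnight cell settling, then overnight compound exposure, 37 °C, 5% CO2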
SKN-1 inh: inhibitors of C. elegans SKN-1 | AID 624304 | inhibition, % at 21.8 µM | C. elegans VP596 Pgst-4::GFP/RFP ratio, acrylamide-induced, 24 h | 360,000 compounds, 0.49% hits;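 active = interference check ratio from 0.5 to 1.5 plus GFP to RFP signal ratio inhibition reaching or exceeding a fixed threshold, cut at about 30% in these data, passing the limit was not always enough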; also: some compounds called inactive have numbers as strong as hits
LMPTP block: blocks human LMPTP phosphatase; recombinant LMPTP-A, OMFP fluorogenic substrate, fluorescence intensity; P24666; inhibition, % at 20 µM; 360,000 compounds, 0.22% hits;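 active = compounds that cut the enzyme signal by at least half of the control window in the single-dose screen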;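 also: plate controls were DMSO wells with enzyme plus substrate for no effect and substrate without enzyme for full effect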
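Test system: LMPTP-A phosphatase enzyme; input: 0.625 nM LMPTP-A final; reagent: OMFP substrate, 400 µM final; compound dosing: 20 µM single dose, 3% DMSO; incubation: 50 min dark incubation at room temperature; measured by: endpoint fluorescence intensity from OMFP dephosphorylation; measure: % inhibition relative to no-enzyme and uninhibited control wells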
NadD block: blocks S. aureus nicotinate mononucleotide adenylyltransferase | purified NadD enzyme, colorimetric absorbance read-out | inhibition, % at 20 µM | 360,000 compounds, 0.78% hits | AID 602399; in the data active = inhibition above about 26%; also: some compounds past the cut are filed as inactive
CendR NRP1 mod: modulators of CendR peptide binding to human neuropilin-1 | O14786 | FAM-RPARPAR peptide binding to NRP-1, fluorescence polarization | inhibition, % at 25 µM | 360,000 compounds, 0.85% hits | AID 602438;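 active = inhibition or corrected inhibition above about 18%, plus a signal ratio from 0.5 to 1.5, limit read from the data, passing the limit was not always enough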; also: strong numbers were not always called active
Rpn11 inh: inhibitors of human proteasome Rpn11; 360,000 compounds, 0.59% hits; human 26S proteasome, Ub4-pepOG fluorescence polarization; 20S core pre-blocked with epoxomicin; calls only at 20 µM; AID 588493;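 active = inhibition at 20 µM, scaled to each plate's controls, above about 33%, limit read from the data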
Target sequence (O00487 whole entry, looked up): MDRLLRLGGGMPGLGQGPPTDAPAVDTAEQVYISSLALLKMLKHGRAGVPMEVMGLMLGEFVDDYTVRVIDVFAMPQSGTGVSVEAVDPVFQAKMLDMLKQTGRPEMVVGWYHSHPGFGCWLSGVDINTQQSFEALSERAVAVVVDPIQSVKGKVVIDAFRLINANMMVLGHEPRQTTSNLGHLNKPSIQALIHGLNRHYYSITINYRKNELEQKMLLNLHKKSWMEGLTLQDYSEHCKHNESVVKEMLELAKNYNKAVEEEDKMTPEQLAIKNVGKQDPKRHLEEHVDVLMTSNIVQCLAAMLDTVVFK
SUMO1 PPI mod: alters human SUMO1 binding to SIM partners. SUMO1 binding to a labelled peptide, TR-FRET, 1 h. P63165. AID 602429. 360,000 compounds, 0.33% hits. inhibition, % at 20 µM; in the data active = inhibition above about 37%
Target sequence (P63165 whole entry, looked up): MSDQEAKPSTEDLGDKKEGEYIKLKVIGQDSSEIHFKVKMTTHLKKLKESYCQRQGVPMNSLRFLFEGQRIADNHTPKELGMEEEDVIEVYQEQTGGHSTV
DNMT1 block: DNMT1 (human) enzyme inhibition; 360,000 compounds, 0.83% hits; AID 588458; DNMT1 molecular beacon, Hinp1I cleavage, fluorescence; inhibition (reported as % activation of signal), % at 10 µM; P26358; in the data active = inhibition above about 50%
* hit, by the source's call; i = inactive; . = no result given. This is a random part of the collection, and some 3.9% of all compounds hit somewhere here.

nr	Scp1 inh	STEP inh	MT1-MMP act inh	SKN-1 inh	LMPTP block	NadD block	CendR NRP1 mod	Rpn11 inh	SUMO1 PPI mod	DNMT1 block	SMILES
1	-3	-2	5	12	-1.2	2	10	i	-4	2	Cc1nc(-c2c(C(=O)NNC(=O)Nc3c(C)cccc3C)noc2C)cs1
2	-8	1	-1	17	-0.1	-3	6	i	5	0	S=c1sc2c(N3CCOCC3)ncnc2n1-c1ccccc1
3	-16	0	3	1	2.9	0	8	i	-3	-4	Cc1cccc(OC(=O)c2cn(C)nc2C(F)(F)F)c1C
4	-3	-1	1	2	-0.5	-6	18	i	0	-1	C[C@H]1CN([C@@H](C)CO)C(=O)Cc2cc(NC(=O)CCC(F)(F)F)ccc2O[C@H]1CN(C)Cc1ccc(C(F)(F)F)cc1
5	-3	1	-2	-4	0.2	-6	-3	i	0	2	O=C(c1ccc(OC2CCN(C(=O)c3cccnc3)CC2)cc1)N1CCCCCC1
6	1	2	10	5	50	4	6	i	0	3	O=C(O)c1ccc(C2CCCCC2)cn1
7	-6	1	2	-3	1.0	4	0	i	-4	4	CC(C)N(C(=O)COC(=O)CNS(=O)(=O)c1ccccc1F)c1ccccc1
8	-6	0	-15	-10	0.2	-4	-7	i	-6	-9	COC(=O)Cn1c2ccc(OC)cc2c2nc3ccccc3nc21
9	1	1	-2	-2	-1.0	2	-1	i	-3	-1	COc1ccc(CNC(=O)[C@@H](NC(=O)C2CCN(C(=O)[C@@H](N)CCSC)CC2)C(C)C)cc1
10	-6	-3	-17	-3	-1.3	0	-19	i	0	-3	O=c1cc(CNc2ccc(Br)cc2)nc2sccn12
11	-8	-3	5	-3	-2.8	-3	1	i	-1	0	O=C(NCc1ccccc1)c1ccco1
12	-9	5	3	17	-1.0	-2	-2	i	20	11	COc1ccc(CC(=O)Nc2nnc(C)s2)cc1
13	-15	3	4	1	2.9	-2	-4	i	0	-17	COc1cccc(N(CC(=O)Nc2ccc3c(c2)OCO3)S(=O)(=O)c2ccccc2)c1
14	-4	0	-4	2	1.9	-6	-3	i	8	4	O=C(COC(=O)C12CC3CC(CC(C3)C1)C2)Nc1ncc(Cl)cc1Cl
15	-1	-1	2	10	-0.8	1	4	i	-9	-9	CCN(/N=C/c1cccs1)c1cc(=O)n(C)c(=O)[nH]1
16	-12	2	1	5	0.5	3	-10	i	0	89*	O=C(Nc1ccccc1)Nc1nnc(/C=C/c2ccccc2Cl)s1
17	.	-1	-6	6	2.3	-6	6	i	-4	-2	Cc1cccc(NC(=O)CSCC(=O)Nc2cc(C(F)(F)F)ccc2N2CCOCC2)c1
18	.	0	3	0	1.5	-2	4	i	3	3	c1ccc(NN=C(c2ccccc2)c2cccs2)cc1
19	-10	-4	-2	6	-1.9	-6	11	i	5	-3	C[C@]1(CC/C(=C/CO)CO)[C@H](CO)CC[C@@]23COC(=O)C2=CCC[C@@H]31
20	5	-2	2	-11	-0.7	2	6	i	5	12	Cc1cccc(-c2c(O)cc(=O)[nH]c2Cl)c1
21	.	-4	2	3	-1.4	4	3	i	-1	6	CNc1cc(-c2cnn(CC(C)C)c2)ncn1
22	.	13	6	4	-0.6	3	-2	i	-3	1	OC[C@@H]1CN(Cc2ccco2)C[C@H](n2cnc3c(NC4CC4)ncnc32)O1
23	.	.	-1	-8	0.5	.	7	.	-4	.	O=C1c2c(-c3ccc(Br)cc3)noc2CCN1Cc1cn(Cc2ccccc2)nn1
24	-6	3	3	-2	1.6	-1	-9	i	1	-6	Cc1ccc(OC(C)C(=O)N2CCc3ccccc32)cc1 (stereo not given)
25	-2	1	-3	13	-0.7	0	-10	i	1	3	CC(=O)C[C@@H](O)CC(=O)[C@H]1OC(=O)[C@H](C)C/C=C\Cc2ccccc21
26	10	-6	18	-1	0.5	7	-8	i	10	2	O=C(O)[C@@H](c1ccccc1)N1Cc2ccccc2C1=O
27	-16	-2	5	-1	0.8	-4	-6	i	-16	1	Cc1ccccc1Cn1ccc(NC(=O)c2nn3cccnc3c2Cl)n1
28	12	-2	3	-12	-0.9	0	4	i	-1	7	CCOc1ccc(S(=O)(=O)N(CC(=O)NCc2cccnc2)c2ccc(C)cc2)cc1
29	-2	-4	-1	-6	0.3	-5	4	i	-16	-2	CCOc1ccc2nc(NCCCNC(=O)c3cc(OC)c(OC)c(OC)c3)c(C#N)cc2c1
30	.	-1	0	4	-1.7	1	2	i	-1	-2	Nc1ncnc2c1ncn2[C@@H]1O[C@H](CNC(=O)[C@H](N)Cc2cccnc2)[C@@H](O)[C@H]1O

Quoted at random: 2 entries already listed, in no set order.
nr	Scp1 inh	STEP inh	MT1-MMP act inh	SKN-1 inh	LMPTP block	NadD block	CendR NRP1 mod	Rpn11 inh	SUMO1 PPI mod	DNMT1 block	SMILES
5	-3	1	-2	-4	0.2	-6	-3	i	0	2	O=C(c1ccc(OC2CCN(C(=O)c3cccnc3)CC2)cc1)N1CCCCCC1
27	-16	-2	5	-1	0.8	-4	-6	i	-16	1	Cc1ccccc1Cn1ccc(NC(=O)c2nn3cccnc3c2Cl)n1

Reformatted field by field: entries from further up.
5. O=C(c1ccc(OC2CCN(C(=O)c3cccnc3)CC2)cc1)N1CCCCCC1
  Scp1 inh: -3 | STEP inh: 1 | MT1-MMP act inh: -2 | SKN-1 inh: -4 | LMPTP block: 0.2 | NadD block: -6 | CendR NRP1 mod: -3 | Rpn11 inh: i | SUMO1 PPI mod: 0 | DNMT1 block: 2

6. O=C(O)c1ccc(C2CCCCC2)cn1
  Scp1 inh: 1 | STEP inh: 2 | MT1-MMP act inh: 10 | SKN-1 inh: 5 | LMPTP block: 50 | NadD block: 4 | CendR NRP1 mod: 6 | Rpn11 inh: i | SUMO1 PPI mod: 0 | DNMT1 block: 3

7. CC(C)N(C(=O)COC(=O)CNS(=O)(=O)c1ccccc1F)c1ccccc1
  Scp1 inh: -6 | STEP inh: 1 | MT1-MMP act inh: 2 | SKN-1 inh: -3 | LMPTP block: 1.0 | NadD block: 4 | CendR NRP1 mod: 0 | Rpn11 inh: i | SUMO1 PPI mod: -4 | DNMT1 block: 4

8. COC(=O)Cn1c2ccc(OC)cc2c2nc3ccccc3nc21
  Scp1 inh: -6 | STEP inh: 0 | MT1-MMP act inh: -15 | SKN-1 inh: -10 | LMPTP block: 0.2 | NadD block: -4 | CendR NRP1 mod: -7 | Rpn11 inh: i | SUMO1 PPI mod: -6 | DNMT1 block: -9

Additional entries follow.
nr	Scp1 inh	STEP inh	MT1-MMP act inh	SKN-1 inh	LMPTP block	NadD block	CendR NRP1 mod	Rpn11 inh	SUMO1 PPI mod	DNMT1 block	SMILES
31	-5	0	-1	2	-2.8	-14	-6	i	-2	0	Cc1ccc(Cl)c(OCCCN(C)Cc2ccccc2)c1
32	-8	6	-21	6	1.2	-8	2	i	-5	-11	C=CCC[C@H](Cc1ccc(F)cc1)C(=O)OC[C@@H](Cc1c[nH]c2ccccc12)NC(=O)[C@@H](CC=C)CC(=O)N[C@@H](CO)Cc1ccccc1
33	5	3	3	-13	1.4	-9	-8	i	-15	3	COc1ccc(N(C(=O)c2cccc([N+](=O)[O-])c2)S(=O)(=O)c2ccc3c(c2)n(C)c(=O)n3C)cc1
34	-6	-3	2	-9	-2.0	-8	-2	i	1	23	OC(CNC1CCCC1)COCCOc1ccc(Br)cc1 (stereo not given)
35	0	-2	-1	-14	1.0	-2	3	i	-3	0	Cn1c(=O)n(CC(N)=O)c2ccccc21
36	-2	1	-3	7	0.2	2	8	i	1	1	O=C(c1ccc(F)cc1)N1CCC(C(=O)N2CCN(S(=O)(=O)c3cccc(F)c3)CC2)CC1
37	-6	0	3	-6	1.3	-5	-2	i	-12	-1	O=C(O/N=C\c1ccc(N2CCCCC2)c([N+](=O)[O-])c1)c1cccc(C(F)(F)F)c1
38	-7	-6	-2	-15	1.5	-3	8	i	3	3	COc1ccc(Nc2nc(C)c3ccccc3n2)cc1
39	18	-3	3	-3	-0.9	-4	1	i	1	1	Cn1cccc1Cc1nnc(SCC(=O)Nc2ccc(F)cc2)n1-c1ccc(F)cc1
40	.	5	-1	2	1.6	2	-3	i	-6	7	CCCN(CCC)Cc1cc(=O)oc2ccc3ccccc3c12
41	-1	-2	1	-3	0.0	16	30*	i	2	-10	C/C(=N\NC(=O)c1cc(-c2cccs2)nc2ccccc12)c1ccccn1
42	2	0	-3	-7	-1.5	-1	10	i	4	0	COc1ccc(NC(=O)CN2C(=O)c3ccccc3S2(=O)=O)cc1S(=O)(=O)N1CCOCC1
43	-5	-1	-2	2	0.9	-6	-9	i	-14	20	CCOc1ccc(N(C(=O)c2snc(C(N)=O)c2N)C(C(=O)NC2CCCC2)c2ccncc2)cc1 (stereo not given)
44	-14	3	0	2	1.7	2	6	i	2	3	COc1ccc(N(C2CSC2)S(=O)(=O)c2ccccc2)cc1
45	-5	8	-5	-3	1.5	0	5	i	-27	6	O=C(CN1C(=O)S/C(=C\c2cccc(Cl)c2)C1=O)NC1C=CS(=O)(=O)C1 (stereo not given)
46	-1	0	-4	0	-1.3	1	-9	i	3	-2	COCCCNC(=O)CS(=O)(=O)Cc1nc(-c2ccccc2C)oc1C
47	5	-2	5	23	-2.0	0	-1	i	-23	0	CONC(=O)Nc1ccccc1[N+](=O)[O-]
